MEX-5 binding – C. elegans MEX-5 TCR-2 RNA binding activity; MEX-5/FITC-TCR2 RNA binding, fluorescence polarization; active compounds read low; 0.38% of 300,000 active; Q9XUB2; activity score (negative = inhibition of binding), % at 10 µM;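 active = inhibition past about -25% in most replicates, and total fluorescence under double the plate's negative control median, limit read from the data; inconclusive = replicates evenly split on the limit, or fluorescence at least double controls; inactive = too little inhibition in most replicates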;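 also: 0% = DMSO and -100% = 5 µM competing unlabeled TCR2 RNA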
PME-1 inh – PME-1 (human) inhibition. inhibition, % at 5.9 µM. 0.53% of 320,000 active. Q9Y570. AID 2130. recombinant PME-1, FP-Rh probe fluorescence polarization;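 active = inhibition above the campaign mean of all compounds plus 3 SD, cut at about 26% in these data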;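 also: competitive labeling of PME-1 active site by serine hydrolase directed probe; 0% = PME-1 with DMSO and 100% = wells lacking PME-1 enzyme; inhibitors block probe labeling so polarization falls and inhibition rises; many of its hits are not listed in these tables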
Target sequence (Q9Y570 whole entry, looked up): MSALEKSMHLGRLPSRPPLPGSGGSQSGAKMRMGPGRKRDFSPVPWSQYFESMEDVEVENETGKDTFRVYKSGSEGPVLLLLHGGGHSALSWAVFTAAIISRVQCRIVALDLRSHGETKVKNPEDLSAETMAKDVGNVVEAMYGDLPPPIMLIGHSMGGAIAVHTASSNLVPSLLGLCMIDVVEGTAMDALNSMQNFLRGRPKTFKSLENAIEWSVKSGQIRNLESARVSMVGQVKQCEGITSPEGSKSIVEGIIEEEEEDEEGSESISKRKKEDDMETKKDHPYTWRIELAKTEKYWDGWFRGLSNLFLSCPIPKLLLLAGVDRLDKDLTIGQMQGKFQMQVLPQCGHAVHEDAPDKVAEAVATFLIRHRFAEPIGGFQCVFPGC
GSTO1 inh – blocks human GSTO1 in RBBP9 counter-screen. P78417. recombinant GSTO1, activity-based probe fluorescence polarization. inhibition, % at 5.96 µM. 1.1% of 300,000 active. AID 1974;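 active = inhibition above the campaign mean inhibition plus 3 SD, cut at about 35% in these data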;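 also: 0% = GSTO1-1 with DMSO and 100% = wells lacking GSTO1-1 enzyme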
Fam108B counter – Fam108B inhibition, counter-screen for RBBP9 inhibitors | inhibition, % at 9.51 µM | 0.33% of 300,000 active | recombinant Fam108B, FP-Rh probe fluorescence polarization;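 active = inhibition above the screen mean inhibition plus 3 SD, computed separately per campaign, cut at about 18% in these data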;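 also: inhibitors lower polarization as less probe binds the enzyme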
Bcl-xL primary – blocks human Bcl-xL binding to Bim BH3 peptide; GST-Bcl-xL / FITC-Bim BH3 peptide fluorescence polarization; inhibition, % at 10.9 µM; 0.7% of 320,000 active;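 active = inhibition above the mean of all tested compounds plus 3 SD, cutoff set per campaign, cut at about 30% in these data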;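 also: 0% = DMSO wells and 100% = unlabeled Bim-BH3 peptide competitor; inhibitors lower millipolarization by displacing the labeled peptide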
Target sequence (Q07817 whole entry, looked up): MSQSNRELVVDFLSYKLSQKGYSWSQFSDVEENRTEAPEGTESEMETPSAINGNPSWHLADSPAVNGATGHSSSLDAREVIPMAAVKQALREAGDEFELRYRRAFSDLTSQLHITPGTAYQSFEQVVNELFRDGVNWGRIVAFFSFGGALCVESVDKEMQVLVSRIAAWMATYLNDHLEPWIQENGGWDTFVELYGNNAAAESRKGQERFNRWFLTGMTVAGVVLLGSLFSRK
MCL1 BIM primary – MCL1-BIM-BH3 interaction inhibition (human); GST-MCL1 / FITC-Bim-BH3 fluorescence polarization; inhibition, % at 10.9 µM; AID 2057; 0.68% of 320,000 active; Q07820;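 active = inhibition above the mean inhibition of all tested compounds plus 3 SD, set per campaign, cut at about 40% in these data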;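 also: 0% = DMSO wells and 100% = unlabeled Bim-BH3 peptide control; higher means more loss of mP so more displacement of Bim peptide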
Target sequence (Q07820 whole entry, looked up): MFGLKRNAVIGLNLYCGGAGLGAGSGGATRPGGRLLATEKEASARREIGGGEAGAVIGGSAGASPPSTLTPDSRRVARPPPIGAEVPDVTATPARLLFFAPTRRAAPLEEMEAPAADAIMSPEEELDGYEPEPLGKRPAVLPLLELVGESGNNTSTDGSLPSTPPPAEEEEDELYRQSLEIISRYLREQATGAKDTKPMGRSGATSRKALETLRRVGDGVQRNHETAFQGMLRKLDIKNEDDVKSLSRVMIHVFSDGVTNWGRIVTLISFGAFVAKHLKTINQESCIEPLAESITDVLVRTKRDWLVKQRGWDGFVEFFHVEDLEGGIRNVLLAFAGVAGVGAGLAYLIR
TPT1 inh – C. albicans TPT1 enzyme inhibition | AID 1962 | inhibition, % at 5 µM | recombinant caTPT1, FP RNA substrate dephosphorylation | 0.81% of 300,000 active;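 active = inhibition above the mean of all tested compounds plus 3 SD, set per screening campaign, cut at about 24% in these data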;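 also: plate controls were DMSO alone for no effect and ferristatin control at 100 nM for full effect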
PAD4 inh – blocks human protein arginine deiminase 4. Q9UM07. recombinant PAD4, RCA probe fluorescence polarization. inhibition, % at 6.36 µM. 0.41% of 330,000 active. AID 485272;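 active = percent inhibition above a cutoff equal to the mean of all tested compounds plus 3 SD, cut at about 15% in these data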;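 also: 0% = PAD4 with RCA probe and DMSO and 100% = probe without PAD4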
GLD-1 TGE inh – GLD-1-TGE RNA interaction inhibition (C. elegans); Q17339; purified GLD-1 + fluorescein TGE RNA, fluorescence polarization; inhibition, % at 5.96 µM; 0.44% of 320,000 active; AID 2280;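 active = percent inhibition above a per-plate cutoff, the plate mean of test compounds plus 3 SD, cut at about 30% in these data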;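 also: 0% = DMSO wells with GLD-1 and probe and 100% = wells lacking GLD-1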
Starred values were filed as active, the others as inactive. Some of the compounds tested. The share of hits here may be higher or lower than overall.

Results for CC(C)[C@H](NC(=O)c1ccco1)C(=O)OCC(=O)NC12CC3CC(CC(C3)C1)C2 ?
MEX-5 binding: -0.1; PME-1 inh: -9; GSTO1 inh: 6; Fam108B counter: -1; Bcl-xL primary: 4; MCL1 BIM primary: -5; TPT1 inh: 1; PAD4 inh: -6; GLD-1 TGE inh: 3

Results for O=C(CN1c2cccc3cccc(c23)S1(=O)=O)Nc1cccc(S(=O)(=O)N2CCOCC2)c1 ?
MEX-5 binding: -2.4; PME-1 inh: 4; GSTO1 inh: 9; Fam108B counter: 3; Bcl-xL primary: 1; MCL1 BIM primary: 4; TPT1 inh: 5; PAD4 inh: -4; GLD-1 TGE inh: 6

What do the screens show for `Cc1cc(C)cc(OCC(=O)Nc2ccccc2C(=O)N2CCOCC2)c1`?
MEX-5 binding: 0.0; PME-1 inh: 3; GSTO1 inh: 0; Fam108B counter: -3; Bcl-xL primary: 1; MCL1 BIM primary: 1; TPT1 inh: -2; PAD4 inh: -1; GLD-1 TGE inh: 2

How did O=C(Nc1ccc2ccccc2c1)c1ccc2[nH]c(=O)c(=O)[nH]c2c1 do in these assays?
MEX-5 binding: 1.2; PME-1 inh: -2; GSTO1 inh: -11; Fam108B counter: 1; Bcl-xL primary: 9; MCL1 BIM primary: 2; TPT1 inh: 1; PAD4 inh: -3; GLD-1 TGE inh: -1

What do the screens show for `COC(=O)c1ccc(OC(=O)c2ccccc2F)cc1`?
MEX-5 binding: 2.3; PME-1 inh: 0; GSTO1 inh: 5; Fam108B counter: 5; Bcl-xL primary: 0; MCL1 BIM primary: -1; TPT1 inh: 4; PAD4 inh: 4; GLD-1 TGE inh: 1

Results for O=C(CCC(=O)N1CCOCC1)NCCc1ccc(F)cc1 ?
PME-1 inh: 3; Bcl-xL primary: 6; MCL1 BIM primary: 7; PAD4 inh: 2; GLD-1 TGE inh: -5

Results for COc1ccnc(N=CNOCc2ccc(F)cc2Cl)c1C#N ?
MEX-5 binding: 1.2; PME-1 inh: 1; GSTO1 inh: -2; Fam108B counter: 2; Bcl-xL primary: 2; MCL1 BIM primary: -7; TPT1 inh: 1; PAD4 inh: -10; GLD-1 TGE inh: 3

How did Cn1nc(-c2ccc(OCC(=O)Nc3cccnc3)cc2)c2ccccc2c1=O do in these assays?
PME-1 inh: 1; GSTO1 inh: -9; Fam108B counter: -2; Bcl-xL primary: 5; MCL1 BIM primary: 7; TPT1 inh: -3; PAD4 inh: -1; GLD-1 TGE inh: 0

What do the screens show for `CN1CCN(/N=C/c2nc(-c3cccc([N+](=O)[O-])c3)n3ccccc23)CC1`?
MEX-5 binding: 0.6; PME-1 inh: 5; GSTO1 inh: -1; Fam108B counter: 6; Bcl-xL primary: 0; MCL1 BIM primary: 6; TPT1 inh: 0; PAD4 inh: -1; GLD-1 TGE inh: -1

Results for Cc1ccc(C(=O)CSc2nnc(-c3ccco3)n2CC2CCCO2)cc1 (stereo not drawn) ?
MEX-5 binding: 0.1; PME-1 inh: 0; GSTO1 inh: 10; Fam108B counter: 1; Bcl-xL primary: 3; MCL1 BIM primary: 4; TPT1 inh: -4; PAD4 inh: -4; GLD-1 TGE inh: 1

Results for O=C(C1CCCN(S(=O)(=O)c2cccc3nonc23)C1)N1CCC(Cc2ccccc2)CC1 (stereo not drawn) ?
MEX-5 binding: 3.2; PME-1 inh: 6; GSTO1 inh: 7; Fam108B counter: 3; Bcl-xL primary: 3; MCL1 BIM primary: -2; TPT1 inh: 0; PAD4 inh: -5; GLD-1 TGE inh: -4

Results for Cc1sc2ncnc(SC(C)C(=O)N3c4ccccc4Sc4ccccc43)c2c1C (stereo not drawn) ?
MEX-5 binding: 3.3; PME-1 inh: 2; GSTO1 inh: 3; Fam108B counter: -3; Bcl-xL primary: 2; MCL1 BIM primary: -8; TPT1 inh: 4; PAD4 inh: -3; GLD-1 TGE inh: -2

Arranged by count of non-hydrogen atoms (falling): 3 of the compounds above.
Results for Cc1sc2ncnc(SC(C)C(=O)N3c4ccccc4Sc4ccccc43)c2c1C (stereo not drawn) ?
MEX-5 binding: 3.3; PME-1 inh: 2; GSTO1 inh: 3; Fam108B counter: -3; Bcl-xL primary: 2; MCL1 BIM primary: -8; TPT1 inh: 4; PAD4 inh: -3; GLD-1 TGE inh: -2

How did Cn1nc(-c2ccc(OCC(=O)Nc3cccnc3)cc2)c2ccccc2c1=O do in these assays?
PME-1 inh: 1; GSTO1 inh: -9; Fam108B counter: -2; Bcl-xL primary: 5; MCL1 BIM primary: 7; TPT1 inh: -3; PAD4 inh: -1; GLD-1 TGE inh: 0

Results for COc1ccnc(N=CNOCc2ccc(F)cc2Cl)c1C#N ?
MEX-5 binding: 1.2; PME-1 inh: 1; GSTO1 inh: -2; Fam108B counter: 2; Bcl-xL primary: 2; MCL1 BIM primary: -7; TPT1 inh: 1; PAD4 inh: -10; GLD-1 TGE inh: 3

New compounds follow:
Results for O=C(NNC(=O)c1cnccn1)c1ccc(Cl)cc1 ?
MEX-5 binding: inconclusive; PME-1 inh: 4; GSTO1 inh: 8; Fam108B counter: 1; Bcl-xL primary: 0; MCL1 BIM primary: 1; TPT1 inh: 1; PAD4 inh: -5; GLD-1 TGE inh: -4

What do the screens show for `Nc1nonc1-n1nnc(C(=O)N/N=C/c2ccc3c(c2)OCO3)c1CSc1ccccc1`?
MEX-5 binding: -2.0; PME-1 inh: 0; GSTO1 inh: -2; Fam108B counter: 0; Bcl-xL primary: -5; MCL1 BIM primary: -2; TPT1 inh: -2; PAD4 inh: -3; GLD-1 TGE inh: -16

Results for CC1CC(CN)CC(CO)C1 (stereo not drawn) ?
MEX-5 binding: 0.0; PME-1 inh: -7; GSTO1 inh: -3; Fam108B counter: -1; Bcl-xL primary: 1; MCL1 BIM primary: -4; TPT1 inh: -1; PAD4 inh: 3; GLD-1 TGE inh: 6

How did COc1ccccc1NC(=O)c1ccccc1NS(=O)(=O)N1CCCC1 do in these assays?
MEX-5 binding: -4.7; PME-1 inh: 2; GSTO1 inh: 9; Fam108B counter: -2; Bcl-xL primary: 11; MCL1 BIM primary: 5; TPT1 inh: -3; PAD4 inh: 8; GLD-1 TGE inh: 5

How did C[C@@]12C(=O)N(CCc3c[nH]c4ccccc34)CC(=O)N1[C@H]1c3ccccc3OC[C@@H]1[C@@H]2c1ccccc1 do in these assays?
PME-1 inh: 12; Bcl-xL primary: 3; MCL1 BIM primary: 0; PAD4 inh: 0; GLD-1 TGE inh: 1

Results for CC12CN(C(=O)c3ccccc3)C3(C#N)CC1CCC23C (stereo not drawn) ?
MEX-5 binding: -0.1; PME-1 inh: -3; GSTO1 inh: -2; Fam108B counter: 1; Bcl-xL primary: 2; MCL1 BIM primary: -8; TPT1 inh: -2; PAD4 inh: -6; GLD-1 TGE inh: -1

Results for Cc1csc2ncc(C(=O)NCCc3ccccc3)c(=O)n12 ?
MEX-5 binding: -3.8; PME-1 inh: 5; GSTO1 inh: 3; Fam108B counter: 1; Bcl-xL primary: 1; MCL1 BIM primary: 1; TPT1 inh: -2; PAD4 inh: -7; GLD-1 TGE inh: -2

How did O=C(N/N=C/c1ccc(Br)s1)c1ccccn1 do in these assays?
MEX-5 binding: 3.5; PME-1 inh: 1; GSTO1 inh: 0; Fam108B counter: -4; Bcl-xL primary: 2; MCL1 BIM primary: -3; TPT1 inh: 3; PAD4 inh: -5; GLD-1 TGE inh: 2

How did CCc1ccc(C(=O)N2CCN(S(=O)(=O)c3sc(C(=O)O)c(C)c3C(=O)O)CC2)cc1 do in these assays?
PME-1 inh: 1; Bcl-xL primary: -5; MCL1 BIM primary: -4; PAD4 inh: -4; GLD-1 TGE inh: 5

How did CCN(CC(=O)Nc1c(F)cccc1F)C(=O)C1CCN(c2ncnc3sc(C)c(C)c23)CC1 do in these assays?
MEX-5 binding: 3.1; PME-1 inh: 9; GSTO1 inh: -13; Fam108B counter: 2; Bcl-xL primary: -6; MCL1 BIM primary: -5; TPT1 inh: 0; PAD4 inh: -2; GLD-1 TGE inh: 5

How did O=C(NCc1ccccc1Cl)c1cc([N+](=O)[O-])ccc1Cl do in these assays?
MEX-5 binding: 0.7; PME-1 inh: 2; GSTO1 inh: 5; Fam108B counter: 3; Bcl-xL primary: 9; MCL1 BIM primary: 10; TPT1 inh: 1; PAD4 inh: 3; GLD-1 TGE inh: 8

How did CCC(C)n1c(/C=C/c2ccccc2)nc2ccccc21 (stereo not drawn) do in these assays?
MEX-5 binding: 2.2; PME-1 inh: 0; GSTO1 inh: -6; Fam108B counter: -6; Bcl-xL primary: 6; MCL1 BIM primary: 7; TPT1 inh: 1; PAD4 inh: 0; GLD-1 TGE inh: 3

What do the screens show for `CCc1nc(SCC(=O)NCc2ccco2)c2c(=O)n(C)c(=O)n(C)c2n1`?
MEX-5 binding: -0.2; PME-1 inh: 2; GSTO1 inh: 2; Fam108B counter: 3; Bcl-xL primary: 5; MCL1 BIM primary: 6; TPT1 inh: -3; PAD4 inh: -2; GLD-1 TGE inh: 1

How did CC1CC(C)CN(S(=O)(=O)c2ccc(NC(=O)CCN3C(=O)C4CC=CCC4C3=O)cc2)C1 (stereo not drawn) do in these assays?
PME-1 inh: -2; Bcl-xL primary: -7; MCL1 BIM primary: -7; PAD4 inh: -14; GLD-1 TGE inh: 1

Results for Cc1ccc(C(=O)Nc2ccccc2N2CCCCC2)cc1[N+](=O)[O-] ?
MEX-5 binding: 0.7; PME-1 inh: -1; GSTO1 inh: 2; Fam108B counter: 2; Bcl-xL primary: 2; MCL1 BIM primary: 3; TPT1 inh: -1; PAD4 inh: 0; GLD-1 TGE inh: 3

Results for COCCn1c(SCC(=O)Nc2ccc(OC)cc2)nc2c(oc3ccccc32)c1=O ?
MEX-5 binding: 0.2; PME-1 inh: 4; GSTO1 inh: 3; Fam108B counter: 5; Bcl-xL primary: -2; MCL1 BIM primary: 8; TPT1 inh: -2; PAD4 inh: 1; GLD-1 TGE inh: -2

Results for COc1ccc(OC)c(S(=O)(=O)NCc2cn3c(C)csc3n2)c1 ?
MEX-5 binding: 2.0; PME-1 inh: -4; GSTO1 inh: 4; Fam108B counter: 3; Bcl-xL primary: -4; MCL1 BIM primary: -3; TPT1 inh: 4; PAD4 inh: 2; GLD-1 TGE inh: -2

How did O=C(OC1CCCCC1)c1ccc(NC(=O)C2CCCCC2)cc1 do in these assays?
MEX-5 binding: -1.7; PME-1 inh: -17; GSTO1 inh: -4; Fam108B counter: -14; Bcl-xL primary: 0; MCL1 BIM primary: -3; TPT1 inh: -7; PAD4 inh: -2; GLD-1 TGE inh: 5

How did O=C(Nc1ccc(Cl)cc1)c1csc(-c2ccccc2)n1 do in these assays?
MEX-5 binding: 0.6; PME-1 inh: -24; GSTO1 inh: -2; Fam108B counter: -17; Bcl-xL primary: 6; MCL1 BIM primary: 4; TPT1 inh: -2; PAD4 inh: -3; GLD-1 TGE inh: 9

How did CCOC(=O)c1nn(-c2ccccc2)c(=O)cc1SC1CCCCC1 do in these assays?
MEX-5 binding: 1.0; PME-1 inh: -3; GSTO1 inh: 10; Fam108B counter: 12; Bcl-xL primary: 4; MCL1 BIM primary: -2; TPT1 inh: -1; PAD4 inh: -1; GLD-1 TGE inh: -3
